High-throughput results from PubChem BioAssay.
12-LOX inh – inhibitors of human 12S-lipoxygenase ALOX12; purified 12hLO, xylenol orange hydroperoxide absorbance; AID 1671190; 580,000 compounds, 1.1% hits; Potency, µM (series often up to 108 µM), inactives show at the highest dose activity change, negative = inhibition, actives largely listed as inhibitors; P18054; further: potency means the concentration at half of the fitted maximal effect; on the % scale 0 is the no-effect control and ±100 the full control effect
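Purified human 12hLO (150 nM final) in 25 mM Hepes, 0.01% Triton X-100, pH 7.0 was preincubated 15 min at room temperature with compound. Then 40 uM arachidonic acid was added, 30 min. Hydroperoxide was read by Fe-XO absorbance ratio 573/405 nm.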
APEX1 inh – APE1 (human) endonuclease inhibition; Potency, µM (series often up to 65.8 µM), inactives show at the highest dose activity change, negative = inhibition, hits mostly inhibitors; recombinant APE1, TAMRA/BHQ-2 abasic DNA cleavage fluorescence; AID 2517; P27695; 350,000 compounds, 0.35% hits;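 further: potency means the concentration at half of the fitted maximal effect; plate controls were vehicle for no effect and reference inhibitor for full effect; nearly all actives have a fitted effect of over 55% in size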
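Activity was derived from the fluorescence gain between first and third kinetic reads (60 s intervals, ex 525/em 598 nm) after 50 nM THF-abasic TAMRA/BHQ-2 duplex was added to 0.75 nM APE1 preincubated 15 min with compound.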
Anesthetic bind – candidate novel general anesthetic via apoferritin binding. Potency, µM (top dose mostly 77.5 µM), inactives show top-dose activity change, negative = displacement, usual class: inhibitors. P02791. apoferritin/1-aminoanthracene competitive binding, fluorescence. AID 485281. 350,000 compounds, 0.074% hits; further: potency means the concentration at half of the fitted maximal effect; on the % scale 0 is the no-effect control and ±100 the full control effect; nearly all actives have a fitted effect of over 20% in size
Target sequence (P02791 2-175 limits assumed): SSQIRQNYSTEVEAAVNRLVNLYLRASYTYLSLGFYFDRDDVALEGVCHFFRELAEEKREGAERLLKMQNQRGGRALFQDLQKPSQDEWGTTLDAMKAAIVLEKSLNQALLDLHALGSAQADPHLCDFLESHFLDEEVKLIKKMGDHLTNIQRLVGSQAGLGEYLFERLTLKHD
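10 uM apoferritin + 50% sat. 1-AMA, PBS; cpd 10 min RT; Ex380/Em535 endpoint; normalized to free probe vs complex; 4-param Hill fit; propofol titration as pos. ctrl.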
LDHA block – blocks human lactate dehydrogenase A; 480,000 compounds, 0.15% hits; purified LDHA, NADH/diaphorase-resazurin fluorescence; hits give low values; activity change, % (values are at about 110 or 230 µM); in the data active means activity change below about -30%; inconclusive means mostly about -25% to -30%;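 further: plate controls were DMSO wells for no effect and wells without enzyme for full effect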
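Human LDH5 (2 nM) was incubated with 0.06 mM NADH and 0.2 mM pyruvate for 5 min at room temperature in Tris pH 7.4. Remaining NADH was coupled through diaphorase/resazurin, and resorufin fluorescence was read at 0 and 20 min.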
RGS4 inhibitor – inhibitors of human regulator of G protein signaling 4; P49798; Transcreener GDP fluorescence polarization, RGS4-accelerated GTP hydrolysis; Potency, µM (series often up to 114 µM), for the others: top-dose activity change, negative = inhibition, hits mostly inhibitors; 390,000 compounds, 0.039% hits; AID 504845; further: potency means the concentration at half of the fitted maximal effect; on the % scale 0 is the no-effect control and ±100 the full control effect; nearly all actives have a fitted effect of over 75% in size; some results filed as inactive show a strong effect at the top dose
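MLSMR compounds (23 nl, pin-transferred) preincubated 10 min at room temperature with a 500nM (2x) first reagent, then RGS4 at 900nM (2x) plus Transcreener GDP mix added; fluorescence polarization (620/688 nm) read before and after 90 min at 30 °C.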
Pol beta inh – DNA polymerase beta (human) inhibition; P06746; Potency, µM (series often up to 114 µM), for the others: at the highest dose activity change, negative = inhibition, most hits filed as inhibitors; 340,000 compounds, 1.3% hits; Pol beta primer extension/strand displacement, fluorescence kinetic; further: potency means the concentration at half of the fitted maximal effect; on the % scale 0 is the no-effect control and ±100 the full control effect
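Kinetic readout of DNA synthesis with strand displacement by Pol beta. Compound and 10 nM enzyme sit 15 min at room temperature; 50 nM substrate starts the reaction, read immediately and at 10 min.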
Pol kappa inh – DNA polymerase kappa (human) inhibition. Q9UBT6. 400,000 compounds, 0.53% hits. purified Pol kappa, fluorescent DNA synthesis assay, 10 min. Potency, µM (titrated, usually from 107 µM), inactives show at the top dose activity, negative = inhibition, usual class: inhibitors. AID 588579; further: potency means the concentration at half of the fitted maximal effect; on the % scale 0 is the no-effect control and ±100 the full control effect
Target sequence (Q9UBT6 whole entry, looked up): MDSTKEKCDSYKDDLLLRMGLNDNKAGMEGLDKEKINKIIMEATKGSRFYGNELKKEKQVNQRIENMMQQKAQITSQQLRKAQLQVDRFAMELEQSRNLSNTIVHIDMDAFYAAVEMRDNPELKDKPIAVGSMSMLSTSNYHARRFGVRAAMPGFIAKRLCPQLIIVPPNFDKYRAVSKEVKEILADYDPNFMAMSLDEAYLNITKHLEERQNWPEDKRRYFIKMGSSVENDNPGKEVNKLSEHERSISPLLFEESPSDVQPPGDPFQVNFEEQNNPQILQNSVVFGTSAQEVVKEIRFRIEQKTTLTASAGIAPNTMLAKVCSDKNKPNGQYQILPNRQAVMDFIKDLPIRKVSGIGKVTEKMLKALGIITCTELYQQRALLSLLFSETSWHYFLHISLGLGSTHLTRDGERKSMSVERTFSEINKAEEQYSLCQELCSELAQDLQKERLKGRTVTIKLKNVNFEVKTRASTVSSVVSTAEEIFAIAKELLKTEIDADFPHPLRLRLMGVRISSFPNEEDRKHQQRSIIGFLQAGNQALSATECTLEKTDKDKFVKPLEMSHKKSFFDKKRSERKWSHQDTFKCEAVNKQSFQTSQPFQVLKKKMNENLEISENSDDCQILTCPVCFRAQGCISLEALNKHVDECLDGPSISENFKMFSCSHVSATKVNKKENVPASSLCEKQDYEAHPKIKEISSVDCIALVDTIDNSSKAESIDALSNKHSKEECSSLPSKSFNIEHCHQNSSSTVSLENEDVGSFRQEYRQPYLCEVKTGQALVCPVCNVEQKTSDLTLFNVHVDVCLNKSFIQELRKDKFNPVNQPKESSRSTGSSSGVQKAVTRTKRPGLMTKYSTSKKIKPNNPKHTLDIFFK
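Inhibition of 10 nM Pol kappa is measured by a fluorescent read-out at 0 and 10 min following addition of 50 nM substrate (final), with a 15-min room-temperature compound preincubation.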
ERG-DNA inh – blocks human ERG Ets domain binding to DNA | P11308 | 370,000 compounds, 0.028% hits | fluorescence polarization, His-ERG Ets domain / labelled DNA | Potency, µM (highest dose often 76.9 µM), for inactives: at the top dose FP activity, negative = inhibition, most hits filed as inhibitors | AID 624246; active means well fitted inhibition curve with a large enough effect in the polarisation, with a control signal flat; inconclusive means small, poorly fitted or top-dose-only effect, or effect the other way, or a change in a side signal; inactive means no such curve, though single readings can be large or run the other way; the % refers to the polarisation;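 further: polarization taken with two DNA probes labelled with fluorescein and Texas red; potency means the concentration at half of the fitted maximal effect; % of control where 0% means no effect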
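His-tagged ERG Ets domain (1 uM in the protein solution; 300mM KCl, 50mM Tris-HCl, 1mM EDTA, 1mM DTT, pH 7.5) received compound, then a probe mix of 5 nM fluorescein-DNA and 100nM Texas-615-DNA. Fluorescence polarization was read for both dyes.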
Pol eta inh – DNA polymerase eta (human) inhibition; recombinant Pol eta, fluorescent DNA replication assay; Potency, µM (highest dose often 114 µM), inactives show top-dose activity change, negative = inhibition, hits mostly inhibitors; 390,000 compounds, 1.2% hits; Q9Y253; AID 588591; further: potency means the concentration at half of the fitted maximal effect; on the % scale 0 is the no-effect control and ±100 the full control effect
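Fluorescent replication assay: 50 nM final substrate added after a 15 min room-temperature compound preincubation with 10 nM enzyme. Signal taken at 0 min and again at 10 min.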
Active calls of the source: *; ? = inconclusive; . = not tested or not shown; & = joins results of further samples; [ ] = dose if it differs, or a comment. Unless noted, the call rests on the fitted dose curve; in most records, active means well fitted curve in the direction sought with a large enough effect; inconclusive means small, poorly fitted or top-dose-only effect, or another doubt; inactive means no such curve, though single readings can be large; an effect the other way counts as inactive or inconclusive.

SMILES	12-LOX inh	APEX1 inh	Anesthetic bind	LDHA block	RGS4 inhibitor	Pol beta inh	Pol kappa inh	ERG-DNA inh	Pol eta inh
CN(CCO)c1ccc([N+](=O)[O-])cc1C(=O)O	-3.9%	0.5%	-4.6%	-10.9	-12.8%	-10.0%	-8.1%	-2.4%	7.6%
COc1ccc(NS(=O)(=O)c2cc(C)ccc2NC(=O)c2cc(C)oc2C)cc1	?	?	-3.4%	-4.8	?	-12.1%	-13.9%	-1.1%	-0.6%
Cc1onc(-c2ccccc2Cl)c1C(=O)Nc1ccc(-n2nncc2C(C)(C)C)cc1	14.1%	-4.2%	-3.1%	-0.7	12.3%	-6.9%	6.0%	-10.5%	-4.6%
OCC[C@H]1C[C@@H](O)[C@H](O)[C@@]2(OCCc3ccccc32)O1	?	-16.6%	.	-15.1	?	.	-11.6%	0.5%	-11.9%
CCc1cccc(C)c1NC(=S)N(CCCN1CCOCC1)Cc1cccnc1	-5.7%	9.7%	-11.1%	-7.5	-32.5%	1.2%	9.2%	8.2%	-24.1%
CCOC(=O)c1c(NC(=O)COC(=O)/C=C/c2ccco2)sc2c1CC(C)(C)NC2(C)C	-29.5%	5.2%	.	-9.8	-44.5%	.	-0.7%	-6.7%	-1.8%
c1cncc(-c2nc(NCCN3CCOCC3)c3ccccc3n2)c1	-28.4%	-1.1%	-1.9%	.	.	.	1.2%[60.1 µM]	.	.
CSCCC(NC(=O)c1cccc(C)c1)C(=O)NCc1cccs1 (centres undefined)	?	-14.7%	.	-5.7	4.5%	.	4.4%	-3.0%	-8.8%
OC(CN1CCCC(C(F)(F)F)C1)c1ccccc1 (centres undefined)	2.9%	12.3%	0.4%	1.7	19.7%	13.7%	-15.8%	4.3%	1.9%
CCCN(CCC)C(=O)C1CC(=O)OC12CCCCC2 (centres undefined)	-22.1%	1.7%	-4.8%	-5.2	20.4%	-24.3%	-6.7%	10.2%	2.4%
CCN(CC(=O)Nc1ccc(NC(C)=O)cc1)C(=O)c1cc2c(s1)CCCCC2	1.1%	36.1%[activator]	.	-2.2	7.3%	.	-3.6%	-2.3%	-20.0%
C=C1C[C@@]23CCC4[C@@](C)(CCC[C@@]4(C)C(=O)O)C2CC[C@]1(O)C3 (some centres undefined)	0.0%	3.2%	.	-1.1	-6.5%	.	-19.5%	0.5%	-0.6%
COC(=O)c1ccc(/C=C2\SC(=S)N(CCCC(=O)N3CCOCC3)C2=O)cc1	-24.0%	.	.	0.0	0.7%	.	-1.5%	-0.1%	-4.9%
N#CCSc1ccc2nc(-c3ccccc3)cn2n1	?	4.5%	75.5%[activator]	-9.8	15.0%	18.1%	-1.9%	-2.3%	-17.2%
CCOc1cc(Br)c(CN2C(=O)NC3(CCCCCC3)C2=O)cc1OCC	-2.9%	14.4%	-8.8%	3.4	-8.7%	-0.1%	-2.5%	-7.6%	-14.7%
O=C(CSc1ncn(-c2ccccc2)n1)Nc1nncs1	-2.2%	25.6%	-7.5%	-15.4	-7.4%	-1.1%	-11.3%	5.1%	-9.5%
c1ccc(Nc2nc3ccccc3n3nnnc23)cc1	17.2%	11.0%	-8.5%	-12.6	10.3%	40.2%	-5.9%	3.6%	-6.6%
CC(C)CC(=O)NC(=S)N(Cc1ccccc1)Cc1ccccc1	?	-2.6%	-14.3%	-1.9	-3.2%	-3.2%	-8.1%	14.7%	-16.3%
COC(=O)c1ccc(Cl)c(NC(=O)NC2CCCCC2)c1	0.0%	-0.7%	-6.7%	-3.5	7.1%	1.1%	-6.5%	-7.1%	3.6%
Cc1ccc(N2CCN(C(=O)c3c4c(nc5ccccc35)C(=O)N(C3CCCCC3)C4)CC2)c(C)c1	-26.1%	.	-12.3%	-2.3	1.3%	?	-14.0%	0.5%	-7.3%
O=C(Nc1ccc(-c2noc(CCc3ccccc3)n2)cc1)c1ccco1	0.0%	11.9%	-8.7%	-1.3	-7.0%[11.4 µM]	1.0%	-10.0%	1.9%	?
S=C(Nc1nc2c(s1)CCCC2)NC1CC1	44.7µM*	-4.0%	?	0.3	-22.6%	27.2%	3.1%	0.0%	-6.3%
CCN(CC)CCNC(=O)c1ccc(NC(=O)COc2ccccc2F)cc1	-7.8%	4.7%	-19.1%	-4.3	-4.2%	-1.0%	-20.0%	57.3%[activator]	-7.6%
Cc1ccc2c(Cn3ccnc3)cc(=O)oc2c1C	0.0%	-10.1%	0.0%	-0.3	?	-0.8%	-2.2%	-2.9%	-4.0%
O=C(Cc1ccccc1)Nc1ccc(NC(=O)c2cccs2)cc1	-12.3%	-4.1%	1.7%	-8.7	-19.9%	-16.6%	0.0%	-11.5%	1.6%
CC(C)CN(CC(C)C)S(=O)(=O)N1CCC(C(=O)NCc2cccs2)CC1	9.9%	5.4%	-8.3%	0.0	9.1%	49.8%	-8.6%	2.5%	-6.6%
Cc1nnsc1-c1onc(C)c1C(=O)O/N=C/c1ccc(Cl)cc1	-11.4%	10.0%	-1.2%	-5.6	28.4%	36.1%[activator]	-11.4%	-6.5%	-17.5%
CC(NC(=O)Cn1cccc1C(=O)c1ccccc1)c1ccc2c(c1)OCCO2 (centres undefined)	-21.3%	26.2%	-13.7%	-0.9	-43.5%[56.9 µM]	9.4%	2.8%	-9.5%	-18.8%
COC(=O)CCC(=O)NC(=S)Nc1cc(Cl)ccc1Cl	?	-1.5%	-10.1%	1.8	-34.4%	2.0%	-8.0%	.	-2.7%
CN(C)C(=O)CCc1ccc2c3c([nH]c2c1)[C@]1(C)[C@@H](C(=O)N2CCOCC2)C[C@H](CC(=O)NC(C)(C)C)C(=O)N1CC3	1.7%	-32.3%	.	1.0	6.6%	.	1.2%	3.3%	-6.8%
CCCCOc1ccc(N=Nc2ccc(N)nc2N)cn1	?	-7.6%	-3.8%	0.2	9.2%	-18.1%	-7.1%	-0.7%	-4.0%
COc1cc(C(c2c(C)[nH][nH]c2=O)c2c(C)[nH][nH]c2=O)ccc1OC(=O)c1cccc([N+](=O)[O-])c1	0.0%	-2.2%	?	11.2	-8.9%	10.1%	-17.1%	-4.6%	-7.2%
COC(=O)c1c(C)cc(O)c(C)c1O	-10.0%&28.3%	.	.	0.3	4.2%	.	-1.5%	1.2%	-16.5%
O=C(NCCCNC(=O)c1ccco1)c1ccc(F)cc1	4.2%	36.1%	-5.0%	-2.6	7.3%	19.6%	2.6%	8.3%	-18.3%
CCc1ccc(S(=O)(=O)N2CCN(C(=O)C3CCN(C(C)=O)CC3)CC2)cc1	0.0%	29.6%	-2.6%	-13.1	-28.1%	1.7%	2.9%	-9.1%	-5.6%
O=C(OCCOc1cccc(Cl)c1)c1ccc2ncsc2c1	?	21.8%	-3.2%	3.2	-13.1%	11.3%	2.6%	0.5%	-10.2%
Cn1c(SCC(=O)c2ccccc2)nnc1-c1cccs1	5.8%	-1.5%	1.7%	-4.1	-37.0%	4.5%	3.0%	7.6%	-6.0%
O=C(Oc1ccc(C(=S)N2CCCCC2)cc1)c1ccccc1F	-14.4%	1.7%	-10.6%	1.7	-7.0%	2.3%	-2.7%	8.0%	-6.5%
Cc1c(C(=O)Nc2ccccc2)sc2nc3n(c(=O)c12)CCCCC3	-4.8%	-1.2%	-15.2%	-4.4	15.4%	32.4%[activator]	-12.3%	-7.6%	-0.2%
CCCCOc1ccccc1NC(=O)Cn1c(-c2cncs2)nc2ccccc21	-2.3%	.	61.1%[activator]	-4.9	4.9%	-2.4%	-15.3%	-5.7%	-14.0%
Cc1cc(C)c2oc(C(=O)NC3CCS(=O)(=O)C3)cc(=O)c2c1 (centres undefined)	3.2%	54.6%	-12.6%	-1.4	-13.1%	2.2%	-1.1%	1.5%	-20.6%
CCn1cc(C(=O)NCCc2ccc(C)cc2)c(=O)c2cc(S(=O)(=O)N(C)C)ccc21	-0.8%&-16.6%	-4.1%	2.2%&-3.9%	-1.5&-1.0	12.4%&28.5%	65.4%&25.0%	-12.5%&-11.1%	-0.4%&12.3%	3.8%&-2.6%
Cn1cccc1Cc1nnc(SCC(=O)N2CCCc3ccccc32)n1-c1ccc(F)cc1	392.4%[activator]	-4.6%	-14.4%	-1.1	-9.0%	-0.7%	5.5%	15.0%	-3.9%
O=C1CCCN1C(=O)CSc1nnnn1-c1ccccc1	-8.5%	-8.1%	.	1.7	-27.5%	.	5.4%	-9.2%	-18.7%
NC(N)=NC(=S)Nc1ccc(Cl)cc1	2.6%	?	1.4%	-4.5	-27.7%	-25.5%	7.3%	6.2%	-12.7%
O=[N+]([O-])c1ccccc1OCCOc1ccccc1[N+](=O)[O-]	256.9%[activator]	3.4%	10.5%	-9.3	-9.8%	32.0%	-43.9%	-4.7%	-8.7%
COc1ccc(CCNC(=O)Cc2ccc(C)cc2)cc1OC	-9.0%	21.1%	-0.6%	-6.4	3.3%	0.8%	-0.1%	3.0%	-10.2%
O=C(NCC1CCCO1)Nc1ccc2c(c1)OCO2 (centres undefined)	-8.6%	-6.0%	-2.5%	3.8	12.5%	0.5%	2.4%	2.3%	-14.0%
CCOC(=O)c1c(NC(=O)Cc2coc3ccc(CC)cc23)sc2c1CCC2	7.2%	.	4.1%	0.8	-5.1%	18.5%	16.6%	0.2%	-14.1%

An excerpt. The share of hits here may be higher or lower than overall.
